# Bioassay records as filed in PubChem BioAssay.
# ATG4B inhibitor: inhibitors of human ATG4B cysteine protease; Q9Y4P1; ATG4B cleavage of LC3-PLA2, NBD-HPC fluorescence, 1 h; inhibition, % at 8.33 µM; 0.51% of 340,000 active; in the data active = inhibition above about 40%
# Target sequence (Q9Y4P1 whole entry, looked up): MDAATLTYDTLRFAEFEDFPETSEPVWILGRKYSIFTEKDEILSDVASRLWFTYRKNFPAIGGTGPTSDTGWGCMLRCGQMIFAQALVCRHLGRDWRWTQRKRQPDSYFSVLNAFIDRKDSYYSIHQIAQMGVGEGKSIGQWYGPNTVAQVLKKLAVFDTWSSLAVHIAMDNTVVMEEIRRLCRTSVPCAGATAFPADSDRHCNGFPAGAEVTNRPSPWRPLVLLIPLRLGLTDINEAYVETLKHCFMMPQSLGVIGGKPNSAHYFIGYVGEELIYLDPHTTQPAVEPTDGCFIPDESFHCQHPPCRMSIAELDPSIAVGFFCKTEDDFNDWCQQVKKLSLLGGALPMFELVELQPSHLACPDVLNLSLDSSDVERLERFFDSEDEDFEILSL
# hIAP block: human IAP inhibition; purified IAP, CDP-Star luminescence, 30 min; AID 2544; inhibition, % at 10 µM; P09923; 0.12% of 330,000 active;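 active = inhibition reaching a set limit with compound at 10 µM in the primary screen, cut at about 35% in these data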;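 also: plate controls were DMSO wells with enzyme for no effect and no-enzyme buffer wells for full effect; values of inactives mirror those of a sister screen read the other way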
# Target sequence (P09923 whole entry, looked up): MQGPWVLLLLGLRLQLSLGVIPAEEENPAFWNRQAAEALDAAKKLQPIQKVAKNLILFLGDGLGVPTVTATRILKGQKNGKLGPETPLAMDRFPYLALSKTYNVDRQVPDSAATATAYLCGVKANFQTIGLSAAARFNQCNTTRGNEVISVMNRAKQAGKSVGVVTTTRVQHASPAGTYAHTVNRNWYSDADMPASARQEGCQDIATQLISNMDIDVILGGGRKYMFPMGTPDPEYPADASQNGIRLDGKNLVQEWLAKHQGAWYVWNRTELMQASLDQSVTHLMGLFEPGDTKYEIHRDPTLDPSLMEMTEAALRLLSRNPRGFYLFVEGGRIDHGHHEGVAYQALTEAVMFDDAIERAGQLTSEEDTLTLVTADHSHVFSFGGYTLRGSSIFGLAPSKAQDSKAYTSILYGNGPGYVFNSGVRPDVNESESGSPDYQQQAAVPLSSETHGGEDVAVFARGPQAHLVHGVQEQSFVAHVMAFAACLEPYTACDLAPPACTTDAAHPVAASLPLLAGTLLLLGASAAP
# TIM10 inh: TIM10 yeast growth inhibition; S. cerevisiae TIM10 strain growth, BacTiter-Glo luminescence, 24 h; inhibition, % at 10 µM; 1.4% of 330,000 active;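 active = inhibition of 40% or more at the single tested concentration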;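 also: wild-type TIM10 isogenic control strain grown at permissive 25 °C; 0% = DMSO yeast wells and 100% = minimal medium wells without yeast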
# mIAP inh: mouse IAP inhibition; inhibition, % at 10 µM; 0.2% of 330,000 active; purified mouse IAP, CDP-Star luminescence, 30 min; AID 2806;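 active = inhibition of at least 40% at 10 µM in the primary screen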;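 also: plate controls were DMSO with enzyme for no effect and no enzyme wells for full effect; values of inactives mirror those of a sister screen read the other way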
# NLRP3 yeast inh: blocks the NALP3 inflammasome reconstituted in yeast; Yeast reconstituted NLRP3/ASC/caspase-1, beta-gal luminescence, 24 h; inhibition, % at 10 µM; 0.39% of 330,000 active;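 active = inhibition of 50% or more; inactive = inhibition below 50%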;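 also: plate controls were induced DMSO wells for no effect and uninduced yeast grown without galactose for full effect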
# mIAP act: increases mouse intestinal alkaline phosphatase activity; AID 2805; activation factor at 10 µM; muIAP, CDP-Star luminescence, 30 min; stronger effect = higher value; 1 = vehicle-only enzyme signal, 0 = enzyme-free wells; 0.24% of 330,000 active;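 active = activation factor of at least 2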; also: the source names both 10 and 20 µM as test concentration; values of inactives mirror those of a sister screen read the other way
#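 Assay system: mouse IAP enzyme; reagent: chemiluminescent substrate CDP-Star; dosing: test compounds delivered from DMSO solution; schedule: 30 min at room temperature; measured by: luminescence from enzymatic CDP-Star hydrolysis; controls: DMSO-only wells and no-enzyme negative control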
# Apaf1 inhib: human Apaf-1 inhibition; O14727; reconstituted apoptosome caspase-3 activity, DEVD-Rh110 fluorescence; inhibition, % at 20 µM; 0.71% of 330,000 active; AID 489030; active = inhibition of at least 40% at 20 µM;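 also: plate controls were DMSO wells for no effect and DEVD-CHO caspase inhibitor wells for full effect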
#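 Material: reconstituted apoptosome with Apaf-1, cytochrome c, caspase-9, procaspase-3, dATP; medium: pH 7.5 Hepes buffer with CHAPS, BSA, DTT; also added: cytochrome c and DEVD-Rh110 substrate; timing: 30 min plus 50 min, RT; signal: Rh110 fluorescence intensity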
# hIAP act: human IAP activation; purified human IAP, CDP-Star luminescence, 30 min; stronger effect = higher value; 1 = vehicle-only enzyme, 0 = enzyme-free background; P09923; AID 2524; 0.16% of 330,000 active; activation factor at 10 µM;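 active = activation factor of the enzyme at least 2-fold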; also: the source names both 10 and 20 µM as test concentration; values of inactives mirror those of a sister screen read the other way
# tim10-1 inh: growth inhibitors of tim10-1 mutant yeast; S. cerevisiae tim10-1 ts strain growth, BacTiter-Glo, 24 h; inhibition, % at 20 µM; 2.2% of 330,000 active;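 active = inhibition of at least 40%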;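 also: mutant grown at 25 °C; 0% = DMSO wells with yeast and 100% = wells holding no yeast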
# * = called active by the depositor; . = not tested or not shown.
SMILES,ATG4B inhibitor,hIAP block,TIM10 inh,mIAP inh,NLRP3 yeast inh,mIAP act,Apaf1 inhib,hIAP act,tim10-1 inh
CCOC(=O)C1(Cc2ccc(OC)cc2)CCN(C(=O)c2ccoc2C)CC1,9,7,9,-5,15,1,-4,0.93,2
Cc1cccc(S(=O)(=O)Nc2nc3ccccc3nc2NCC2CCCO2)c1 (centres undefined),6,1,19,8,12,0.92,-17,0.99,12
Cc1nc(C)c(C(=O)NCc2ccc(Cl)cc2)o1,-4,14,-4,-2,12,1,-9,0.86,8
O=C(C1COc2ccccc2O1)N1CCN(Cc2ccc3c(c2)OCO3)CC1 (centres undefined),-5,-4,-10,3,27,0.97,8,1,-12
CCCCc1c(C(=O)O)cc(OC)cc1C(=O)O,-4,-4,-1,-6,13,1.1,7,1,-14
CC(NC(=O)COC(=O)/C=C/c1ccc(Cl)cc1)c1ccccc1 (centres undefined),-7,-2,-5,12,3,0.88,0,1,11
O=C(NCCc1c[nH]c2ccccc12)Nc1cccc2ccccc12,-20,2,4,-132,-9,2.3*,12,0.97,6
O=c1cc(Cc2nnc(SCc3ccccc3)n2-c2ccc(Cl)cc2)[nH]c(=O)[nH]1,-10,5,1,-3,11,1,12,0.95,24
CCOCCCNC(=O)NC12CC3CC(CC(C3)C1)C2,5,2,12,1,21,0.99,4,0.98,14
CCOC(=O)c1sc(NC(=O)CN2CCCC2)c(C(=O)OCC)c1C,1,-11,-20,10,33,0.9,10,1.1,-9
CCC(=O)OCC(=O)[C@@]1(OC(=O)CC)[C@@H](C)C[C@H]2[C@@H]3CCC4=CC(=O)C=C[C@]4(C)[C@@]3(Cl)[C@@H](O)C[C@@]21C,-5,6,24,9,1,0.91,9,0.94,35
C#CCOc1ccc(C2C3=C(CC(C)(C)CC3=O)N(CC(=O)O)C3=C2C(=O)CC(C)(C)C3)cc1OC,-2,-16,2,-4,-4,1,6,1.2,-6

# Brought forward from above: three compounds, followed by the next part.
SMILES,ATG4B inhibitor,hIAP block,TIM10 inh,mIAP inh,NLRP3 yeast inh,mIAP act,Apaf1 inhib,hIAP act,tim10-1 inh
CCOC(=O)c1sc(NC(=O)CN2CCCC2)c(C(=O)OCC)c1C,1,-11,-20,10,33,0.9,10,1.1,-9
CCC(=O)OCC(=O)[C@@]1(OC(=O)CC)[C@@H](C)C[C@H]2[C@@H]3CCC4=CC(=O)C=C[C@]4(C)[C@@]3(Cl)[C@@H](O)C[C@@]21C,-5,6,24,9,1,0.91,9,0.94,35
C#CCOc1ccc(C2C3=C(CC(C)(C)CC3=O)N(CC(=O)O)C3=C2C(=O)CC(C)(C)C3)cc1OC,-2,-16,2,-4,-4,1,6,1.2,-6
Cc1ccc(C(=O)NNC(=O)c2ccccc2)cc1S(=O)(=O)N1CCCCC1,-6,-7,3,5,2,0.95,-15,1.1,2
CCc1cc(C(=O)NNC(=S)Nc2ccccc2C)cs1,-4,-89,12,10,15,0.9,0,1.9,29
NS(=O)(=O)c1ccc(CCNC(=O)c2ccc(Cl)nc2)cc1,-8,-9,10,6,17,0.94,4,1.1,28
COc1ccc(C)cc1S(=O)(=O)Nc1cccc(C)c1,13,-19,-5,-2,6,1,8,1.2,-1
COc1ccc(C(=O)NCC(=O)OCC(=O)Nc2c(C)n(C)n(-c3ccccc3)c2=O)cc1,4,-8,-3,6,-21,0.94,-2,1.1,15
COc1cccc(/C(C)=N/NC(=O)c2cc(-c3cccnc3)nc3ccccc23)c1,-10,-12,7,2,16,0.98,16,1.1,6
CCOC(=O)C1CCN(S(=O)(=O)c2ccc(Cl)nc2)CC1,-2,-6,-12,-5,-1,1,-15,1.1,0
COCCCN1CCN(C2Cc3ccccc3Sc3ccc(Cl)cc32)CC1 (centres undefined),30,-9,11,-6,20,1.1,20,1.1,-4
CCN(CC)S(=O)(=O)c1ccc2[nH]cc(C(=O)NCCCN3CCCCC3)c(=O)c2c1,1,13,11,-7,-1,1.1,-1,0.87,-4
CCS(=O)(=O)Nc1cccc(C2=NN(C(C)=O)C(c3cccs3)C2)c1 (centres undefined),-4,-21,-11,-4,-16,1,4,1.2,-14
CC(=O)N1CCc2cc(S(=O)(=O)NC(C(=O)N3CCN(c4ccccc4F)CC3)C(C)C)ccc21 (centres undefined),-1,-3,6,12,-5,0.88,4,1,18
COc1ccc(-c2cc(C(=O)N(C)Cc3ccccc3F)c3ccccc3n2)cc1OC,-14,8,24,8,15,0.92,32,0.92,38
Cc1cccc(C)c1NC(=O)CC(C)c1ccccc1 (centres undefined),-1,-16,-14,3,3,0.97,5,1.2,9
Cc1ccc(NS(=O)(=O)c2cccc3nsnc23)cc1,-1,1,8,0,10,1,-14,0.99,7
Cc1nnc(SCC(=O)Nc2ncc(Cl)cc2Cl)n1Cc1ccccc1,2,8,11,9,9,0.91,-17,0.92,8
Cc1ccccc1NC(=O)CN1C(=O)N/C(=C\c2cccn2-c2cccc(C(=O)O)c2)C1=O,15,-8,-8,8,16,0.92,-1,1.1,-4
COc1ccccc1N1CCN(C(=O)c2cc(-c3ccc(Cl)cc3)on2)CC1,6,11,48*,15,-2,0.85,3,0.89,47*
Cc1cc(=O)n2[nH]c(NCc3c(F)cccc3Cl)nc2n1,4,-11,-10,0,3,0.99,-2,1.1,22
O=C(c1ccco1)N1CCN(c2ncnc3c(-c4ccc(Cl)cc4)nsc23)CC1,-10,12,2,11,-8,0.89,13,0.88,-3
C=CCn1c2ccccc2c2nnc(SCCN3CCCCC3)nc21,5,-16,1,1,17,0.99,-2,1.2,-11
O=C(NCCC1=CCCCC1)C1CCN(S(=O)(=O)c2cccc3nsnc23)CC1,1,13,4,-6,-5,1.1,2,0.87,7
CCOc1cc(N2CCOCC2)c(OCC)cc1NC(=O)COC(=O)CCc1c[nH]c2ccccc12,-13,-4,3,-2,-1,1,16,1,8
Cc1ccc(S(=O)(=O)N(c2ccccc2)C2CCS(=O)(=O)C2)cc1 (centres undefined),-2,1,-7,1,14,0.99,-12,0.99,-12
COc1ccccc1NC(=S)NC(NC(=O)C(C)C)C(Cl)(Cl)Cl (centres undefined),-10,7,7,-6,2,1.1,-15,0.93,6
CC(C)(C)OC(=O)NCCc1nnc(SCC(N)=O)o1,-1,-5,4,-2,15,1,-12,1.1,4
CC(C)c1nnc(NC(=O)c2ccc3ccccc3c2)s1,10,-18,6,-1,22,1,21,1.2,11
COCC(=O)N1CCC(Oc2ccc(C(=O)N(C)CCCC3CCCC3)cc2)CC1,12,-28,21,2,5,0.98,1,1.3,11
CC1CCN(C(=O)COC(=O)c2cc(S(=O)(=O)N3CCOCC3)ccc2Cl)CC1,-10,6,-1,-2,16,1,4,0.94,-8
COc1ccc(NC(=O)NC(C)c2ccc3c(c2)OCO3)cc1OC (centres undefined),1,0,5,-10,8,1.1,2,1,-8
COC(=O)C1CCCN1C(=O)c1cccs1 (centres undefined),0,-16,-3,-9,14,1.1,1,1.2,-18
CC(=O)c1ccccc1NC(=O)COC(=O)c1cc2ccccc2[nH]1,-32,2,8,12,25,0.88,-3,0.98,14
O=C(Nc1ccccc1N1CCN(C(=O)c2ccc(Cl)cc2)CC1)c1cccnc1,-5,-2,16,17,-1,0.83,7,1,26
COc1ccc(N2CC(C(=O)N[C@H](C(=O)NC3CCCCC3)C(C)C)CC2=O)cc1 (some centres undefined),-7,3,-4,1,11,0.99,-3,0.97,-2
CN(CC(=O)Nc1ccccc1Br)C(=O)CCC1CCCC1,-1,1,15,0,-3,1,10,0.99,18
COc1ccc(-c2c(C)c3ccc(O)cc3oc2=O)cc1,-7,-32,26,7,19,0.93,-14,1.3,27
CCOc1cc2[nH]c(=S)n(C3CCN(Cc4ccccc4)CC3)c(=O)c2cc1OCC,3,-17,4,-4,13,1,3,1.2,32
COC(=O)CSc1nc2c(c(=O)[nH]c(=O)n2C)n1CCC(C)C,-9,-5,3,2,12,0.98,-4,1,4
Cc1csc(SCC(=O)Nc2ccc(F)cc2Cl)n1,4,0,-6,-7,21,1.1,-5,1,-7
Cc1ccc(C)c(NS(=O)(=O)c2cc(C(=O)N3CCc4ccccc4C3)ccc2Cl)c1,14,-10,8,4,8,0.96,12,1.1,3
O=C(OCC(=O)N1CCc2ccccc2C1)c1ccc(OC(F)F)cc1,-5,-6,14,-5,10,1.1,-4,1.1,15
Cc1cnc(C(=O)OC(C)C(=O)NCc2ccccc2)cn1 (centres undefined),0,26,2,11,13,0.89,-6,0.74,-2
CCOC(=O)C1=C(C)N(Cc2ccccc2)C(=O)NC1c1ccc(OC)cc1 (centres undefined),0,-4,12,-9,6,1.1,32,1,36
O=c1c2nccnc2[nH]c(=S)n1Cc1ccccc1Cl,-7,4,19,-2,2,1,-4,0.96,2
COc1cc(OC)cc(C(=O)NCC(=O)OCC(=O)c2ccc3c(c2)-c2ccccc2C3)c1,-24,2,19,3,5,0.97,-65,0.98,-3
CCCN(CC(=O)Nc1ccccc1C)C(=O)c1ccc(C2SCCS2)cc1,6,-7,13,6,6,0.94,13,1.1,21
O=C(NCc1ccccc1)NC1(C(=O)N2CCCC2)CCCCC1,-8,-9,-11,5,-12,0.95,2,1.1,8
COc1ccc(-n2ncc3c2CC(C)(C)CC3NC(=O)c2ocnc2C)cc1 (centres undefined),-6,-3,-5,-2,8,1,14,1,11
Cc1ccc(-n2ncc3c(NCCCN4CCCC4=O)ncnc32)c(C)c1,-5,-15,5,4,-3,0.96,-14,1.2,9
CCCCCCNC(=O)Cc1nc2nc(C)cc(C)n2n1,5,12,12,0,7,1,5,0.89,-12
O=C(CC1C(=O)NCCN1Cc1cccc(F)c1)NCCCOc1cccnc1 (centres undefined),3,-2,1,-4,4,1,-2,1,-11
C=C1N(C)c2cc([N+](=O)[O-])c(N)cc2C1(C)C,2,-2,10,4,23,0.96,14,1,10
COC(=O)c1cc(=O)n(Cc2cccs2)c(=Nc2ccccc2)s1,0,12,16,8,7,0.92,-9,0.89,7
CC(C)(C)C(=O)OCc1nc(-c2ccc3c(c2)OCCO3)cs1,6,11,-4,1,16,0.99,20,0.89,21
CCOC(=O)n1cc(C(=O)c2ccccc2O)cn1,12,6,14,8,11,0.92,2,0.94,-44
COc1ccc(/C=N/NC(=O)C(=O)NCc2cccnc2)cc1,6,-55,-12,0,5,1,1,1.5,2
COc1ccccc1CNS(=O)(=O)c1ccc2c(c1)N(C(C)=O)CCO2,7,-27,8,-5,6,1.1,5,1.3,-17
O=C1/C(=C/c2ccc([N+](=O)[O-])cc2)CCc2ccccc21,.,1,32,20,20,0.8,18,0.99,36
O=C(O)C1(P(=O)(c2ccc(Cl)cc2)c2ccc(Cl)cc2)CCCC1,8,-11,12,-1,2,1,2,1.1,2
CC(C)Nc1nc(NC(C)C)nc(N(C)n2cnnc2)n1,0,-2,-3,0,13,0.99,-9,1,-27
CC(=O)N1CCN(c2ccc(Nc3nc(C)nc4c3oc3ccccc34)cc2)CC1,-6,3,21,3,5,0.97,-3,0.97,17
# Further compounds.
SMILES,ATG4B inhibitor,hIAP block,TIM10 inh,mIAP inh,NLRP3 yeast inh,mIAP act,Apaf1 inhib,hIAP act,tim10-1 inh
Nc1nnc(CCc2ccccc2)s1,0,16,-2,6,7,0.94,-7,0.84,8
CCC(=O)OCC(=O)Nc1cc([N+](=O)[O-])ccc1Cl,1,-9,3,1,6,0.99,-4,1.1,8
Cn1cccc1-c1cc(C(=O)N/N=C/c2cc(Br)ccc2O)[nH]n1,49*,-154,30,29,10,0.71,18,2.5*,-22
Cc1ccc(-c2noc(CCC(=O)NCc3ccco3)n2)cc1,-6,13,3,-5,15,1,2,0.87,25

# Compounds as they come. Share with any hit: about 4.5%.
